Source: PubChem
aSyn tox rescue: qHTS of alpha-syn Inhibitors: NCGC Sytravon Library Screen; S. cerevisiae alpha-synuclein toxicity rescue, BacTiter-Glo growth, 24 h; Potency, µM (series often up to 46.1 µM), inactives show at the highest dose growth rescue (activation), hits mostly activators; 94,000 compounds, 0.02% hits; AID 1347070, 2019; active = well fitted activation curve with a large enough effect; also: 0% is about no effect
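Growth restoration measured by BacTiter-Glo luminescence after 24 hr at 30 deg C; alpha-synuclein yeast, raffinose-pregrown to mid-log, were added at OD600=0.02 in galactose medium onto pinned compounds.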
Active calls of the source: *; [ ] = remark or other dose. Potency is read from the fitted curve at half-maximal effect. These rows are one share of the data. The share of hits here may be higher or lower than overall.

Preview:
SMILES	aSyn tox rescue
COC(=O)Cc1c(C)c2ccc3c(c2oc1=O)CN(Cc1ccccc1OC)CO3	-9%
C[C@@H]1CN([C@@H](C)CO)S(=O)(=O)c2ccc(C#CC(C)(C)O)cc2O[C@H]1CN(C)C(=O)C1CCCCC1	9%

The listing, from the first entry:
SMILES	aSyn tox rescue
COC(=O)Cc1c(C)c2ccc3c(c2oc1=O)CN(Cc1ccccc1OC)CO3	-9%
C[C@@H]1CN([C@@H](C)CO)S(=O)(=O)c2ccc(C#CC(C)(C)O)cc2O[C@H]1CN(C)C(=O)C1CCCCC1	9%
Cn1c(N)c(C(=O)COC(=O)Cc2ccc(F)cc2)c(=O)n(C)c1=O	8%
O=C(NCc1ccc(F)cc1)c1ccc(Cl)c(NC2=NC3CS(=O)(=O)CC3S2)c1 (stereo unspecified)	-6%
COc1ccc(NC(=O)CCCOc2ccc(C)cc2)cc1S(=O)(=O)N1CCCCC1	6%
Cc1ccccc1Cn1nnc2c(=O)[nH]c(C3CCCN(C(=O)c4ccc(C(C)(C)C)cc4)C3)nc21 (stereo unspecified)	2%
Cc1ccc(C)c(NC(=O)c2nc(S(=O)(=O)Cc3ccc(F)cc3)ncc2Cl)c1	-1%
CCCOc1ccc(NC(=O)CC2C(=O)N(c3ccc(F)cc3)C(=O)N2CC(C)C)cc1 (stereo unspecified)	0%
CCc1cccc(NC(=O)C(NC(=O)C2CCCCC2)C(C)C)c1 (stereo unspecified)	-11%
COc1ccc(CCCc2nnc(SCC(=O)Nc3ccc(Cl)cc3)o2)cc1	-2%
O=C(CSc1nc2ccccc2nc1Cc1ccc(Cl)cc1)N1CCc2ccccc21	-14%
COc1cccc(NC(=O)c2oc3ccccc3c2NC(=O)Cc2cccc(C)c2)c1	7%
COc1cc(C2CC(=O)N(c3ccc(C)c(Cl)c3)C3=C2C(=O)OC3)cc(OC)c1OC (stereo unspecified)	-5%
Cc1ccc(C)c(NC(=O)Cn2ccn(-c3ccc(F)cc3)c(=O)c2=O)c1	5%
O=C(N/N=C/c1ccc(N2CCOCC2)s1)c1ccc(O)cc1	-11%
Cc1ccc(C)c(NC(=O)CSc2nnc(C)n3c2cc2occc23)c1	18%
COc1cc(C)ccc1OCc1cc(C(=O)NC(c2ccccn2)C(F)(F)F)no1 (stereo unspecified)	-3%
Cc1cccc(N2C(=O)CC(c3ccc(F)cc3)C3=C2COC3=O)c1 (stereo unspecified)	9%
CN(CC(=O)Nc1c(Cl)cccc1Cl)C(=O)CNC(=O)c1ccc2c(c1)OCO2	2%
COC(=O)C1=C(C)N(c2ccc(OC)c(OC)c2)C(=O)/C1=C\c1cccs1	-9%
CC(C)C(NS(=O)(=O)c1cccc(C(F)(F)F)c1)C(=O)N1CCc2ccccc2C1 (stereo unspecified)	8%
Cc1ccc(OCCN2C(=O)C(=O)c3cccc(C)c32)cc1	6%
CC1C(=O)N(Cc2cn(CC3CCCCC3)nn2)CCS(=O)(=O)N1Cc1ccc(-c2cccc(CO)c2)cc1 (stereo unspecified)	8%
COc1ccccc1NS(=O)(=O)c1ccc(N/N=C/c2ccccc2OCC(=O)O)c([N+](=O)[O-])c1	-8%

An excerpt of these results, bar-delimited:
molecule | aSyn tox rescue
COc1ccc(CCCc2nnc(SCC(=O)Nc3ccc(Cl)cc3)o2)cc1 | -2%
O=C(CSc1nc2ccccc2nc1Cc1ccc(Cl)cc1)N1CCc2ccccc21 | -14%
COc1cccc(NC(=O)c2oc3ccccc3c2NC(=O)Cc2cccc(C)c2)c1 | 7%
COc1cc(C2CC(=O)N(c3ccc(C)c(Cl)c3)C3=C2C(=O)OC3)cc(OC)c1OC (stereo unspecified) | -5%
Cc1ccc(C)c(NC(=O)Cn2ccn(-c3ccc(F)cc3)c(=O)c2=O)c1 | 5%
O=C(N/N=C/c1ccc(N2CCOCC2)s1)c1ccc(O)cc1 | -11%
Cc1ccc(C)c(NC(=O)CSc2nnc(C)n3c2cc2occc23)c1 | 18%
COc1cc(C)ccc1OCc1cc(C(=O)NC(c2ccccn2)C(F)(F)F)no1 (stereo unspecified) | -3%
Cc1cccc(N2C(=O)CC(c3ccc(F)cc3)C3=C2COC3=O)c1 (stereo unspecified) | 9%
CN(CC(=O)Nc1c(Cl)cccc1Cl)C(=O)CNC(=O)c1ccc2c(c1)OCO2 | 2%
COC(=O)C1=C(C)N(c2ccc(OC)c(OC)c2)C(=O)/C1=C\c1cccs1 | -9%
CC(C)C(NS(=O)(=O)c1cccc(C(F)(F)F)c1)C(=O)N1CCc2ccccc2C1 (stereo unspecified) | 8%
Cc1ccc(OCCN2C(=O)C(=O)c3cccc(C)c32)cc1 | 6%
CC1C(=O)N(Cc2cn(CC3CCCCC3)nn2)CCS(=O)(=O)N1Cc1ccc(-c2cccc(CO)c2)cc1 (stereo unspecified) | 8%
COc1ccccc1NS(=O)(=O)c1ccc(N/N=C/c2ccccc2OCC(=O)O)c([N+](=O)[O-])c1 | -8%

(continued)
SMILES	aSyn tox rescue
CCN(C(=O)C1CCCN1S(=O)(=O)c1cccc2nsnc12)c1ccccc1 (stereo unspecified)	6%
Brc1ccccc1-c1nnc(SCc2nc3ccccc3s2)o1	-4%
O=C(Nc1cccc(O)c1)c1cc(-c2cccs2)on1	-15%
CCOC(=O)c1sc2ccccc2c1S(=O)(=O)Nc1cccc(C(F)(F)F)c1	8%
Cc1cccc(C(=O)OCc2cc(=O)n3nc(-c4cccs4)sc3n2)c1	1%
COc1ccc(CNC(=O)C2CCN(S(=O)(=O)c3ccc(N4CCCC4=O)cc3)CC2)cc1	5%
O=C(Cn1c(=O)n(Cc2ccccc2)c(=O)c2sc3ccccc3c21)Nc1ccc(F)cc1	-16%
O=C(CSC1=Nc2ccccc2N=C(c2ccc(F)cc2)C1)NCc1ccccc1	1%
COc1ccc(C2(N3CCN(c4cc(C)ccc4C)CC3)C(=O)c3ccccc3C2=O)cc1	10%
C[C@@H](O)CNC(=O)c1[nH]cnc1C(=O)Nc1cccc(Cl)c1	-4%
COc1ccc(NC(=O)N(C)C[C@@H]2OCc3cn(nn3)CCCC(=O)N([C@H](C)CO)C[C@H]2C)c(OC)c1	-3%
COc1cc([N+](=O)[O-])ccc1NC(=O)COC(=O)c1ccc(NC(N)=O)cc1	-2%
CCOc1ccc(CN2CCN(Cc3cccn3-c3nccs3)CC2CCO)cc1 (stereo unspecified)	0%
Cc1ccc(-c2noc(C(C)NC(=O)c3ccco3)n2)cc1 (stereo unspecified)	-4%
CCOC(=O)c1[nH]c2ccccc2c1NC(=O)c1cc(OCC)c(OCC)c(OCC)c1	-11%
O=C(Nc1nccs1)C1CC(=O)N(Cc2ccco2)C1 (stereo unspecified)	-7%
CC(=O)Nc1c(C)nn(-c2ccccc2)c1N1CCC(C(=O)NCc2cccc(Cl)c2)CC1	-1%
O=C(CSc1nnc(C2COc3ccccc3O2)o1)N1CCCCC1 (stereo unspecified)	9%
COc1ccc(-n2nc(C(=O)N3CCCC(C)C3)c3c4ccccc4n(C)c3c2=O)cc1Cl (stereo unspecified)	2%
COc1ccc2[nH]c(=O)c(C(=O)O)cc2c1	6%
Cc1cccc(NC(=O)N2CCC(CN3CCCCCC3)CC2)c1C	4%
COCCCn1c(=O)c2sccc2n2c(CCCC(=O)NCc3ccc(F)cc3)nnc12	-7%
CCOc1ccc(CCNS(=O)(=O)c2cc(Br)cc3c2N(C(C)=O)CC3)cc1OCC	-5%
Cc1ccc2c(c1)C(c1ccccc1)N(C(=O)c1ccc(Br)o1)CC(=O)N2 (stereo unspecified)	10%
CCCC#Cc1cnc2c(c1)C(=O)N([C@H](C)CO)C[C@@H](C)[C@@H](CN(C)C(=O)Nc1cccc(F)c1)O2	-1%
COc1ccc(CS(=O)/C(Cl)=C(/Cl)C(=O)Nc2ccc(OC)nc2)cc1 (stereo unspecified)	-74%[inhibitor]
CC(Nc1oc(-c2ccc(COc3ccc(Cl)cc3)o2)nc1C#N)c1ccccc1 (stereo unspecified)	-1%
CCOC(=O)c1ccccc1NS(=O)(=O)c1ccc(N2CCCCS2(=O)=O)cc1	4%
COc1ccc2oc(C(=O)NCC(Cc3ccccc3)N(C)C)c(C)c2c1 (stereo unspecified)	4%
O=C(CCNC(=O)c1ccc(Cl)cc1)NCC(c1ccco1)N1CCCC1 (stereo unspecified)	0%
COc1cc([C@H]2Oc3c(OC)cc(CCCO[C@@H]4O[C@H](CO)[C@@H](O)[C@H](O)[C@H]4O)cc3[C@@H]2CO)ccc1O	4%
C=CCNC(=S)NCc1ccccc1OC	-2%
CCN(CC)S(=O)(=O)c1cc(NC(=O)CNc2cccc(S(=O)(=O)N3CCOCC3)c2)ccc1C	-5%
CCn1c(=O)c2cc(C(=O)Nc3ccccc3OC)sc2c2ccccc21	-10%
CCc1ccc(Oc2c(C(F)(F)F)oc3c(CN4CCN(C)CC4)c(O)ccc3c2=O)cc1	-10%
O=C(CNS(=O)(=O)c1c(Cl)cccc1Cl)OCC(=O)c1ccc[nH]1	12%
CC(=O)Nc1nonc1-c1nnc(SCc2ccc(C)cc2)n1C	0%
Cc1noc(C)c1COc1ccccc1C(=O)N(C)CC(=O)Nc1ccc(F)cc1	0%
CCCOC(=O)c1c(NC(=O)C2CCCO2)sc(C(=O)OC)c1C (stereo unspecified)	2%
Cc1ccc(-c2nn(-c3ccccc3)cc2C2CC(c3ccccc3)=NN2C(=O)CCC(=O)O)cc1 (stereo unspecified)	-9%
Nc1nnc2c(n1)[nH]c1ccccc12	-4%
Cn1nnc(NC(=S)NC(=O)c2ccc(-c3ccc(Br)cc3)o2)n1	1%
CCN(CCCNC(=O)c1cc2c(=O)n(CC)c3ccccc3c2s1)c1cccc(C)c1	0%
O=C1C2C3C=CC(CC3)C2C(=O)N1c1ccccc1[N+](=O)[O-] (stereo unspecified)	6%
N#Cc1ccccc1Cn1c(=O)n(Cc2ccc(C(=O)NC3CCN(Cc4ccccc4)CC3)cc2)c(=O)c2ccccc21	0%
O=C(/C=C/c1ccco1)NCc1ccc(F)cc1	4%
Cc1cccc(-c2nnc(SCC(=O)Nc3ccc(C)c(C)c3)o2)c1	0%
CCC1CCCCN1CCCNC(=O)c1cn(CC)c2ccc(S(=O)(=O)N(C)C3CCCCC3)cc2c1=O (stereo unspecified)	0%
COc1ccc(N=Cc2c(OC)ccc3ccccc23)cc1	3%
NS(=O)(=O)c1cccc(NC(=O)c2cc(=O)c3ccccc3o2)c1	1%
O=C(c1ccc2c(c1)N(Cc1cccc(Cl)c1)C(=O)c1ccccc1S2=O)N1CCC(Cc2ccccc2)CC1 (stereo unspecified)	5%
Cc1csc(NC(=O)CCC(=O)c2cccs2)n1	-6%
Cc1ccc(S(=O)(=O)n2nc(C)c(S(=O)(=O)N3CCCCC3)c2C)cc1	4%
CN(C)S(=O)(=O)n1cc(/C=C(\NC(=O)c2ccccc2F)C(=O)NCCN2CCOCC2)c2ccccc21	8%
COc1ccc(C(=O)c2cn(Cc3ccc(F)cc3)c3c(F)cc(F)cc3c2=O)cc1	4%
COc1ccc(S(=O)(=O)N(CC(=O)N2CCC(C)CC2)c2ccc(C)cc2)cc1	-9%
O=C(Nc1sc2c(c1C(=O)Nc1ccccc1Cl)CCCC2)c1ccccc1F	-1%
O=C(c1ccc(F)cc1)c1cn(Cc2ccccc2)c2cc3c(cc2c1=O)OCO3	-9%
COc1ccc(NC(=O)c2c(NCc3cccs3)sc3c2CCCC3)cc1	10%
O=C(Nc1ccc(O)c(-c2nc3ccccc3o2)c1)c1ccc(-c2cccc(Cl)c2)o1	-5%

(continued)
SMILES	aSyn tox rescue
NC(=O)C(CCc1nc2ccccc2[nH]1)NS(=O)(=O)c1ccccc1 (stereo unspecified)	-6%
CCOc1ccc(CNC(=O)c2cnc(SC)nc2C)cc1	-14%
Cc1nc2cc(-c3cccc(F)c3)nn2c(C)c1CCC(=O)NC(C)c1ccccc1 (stereo unspecified)	15%
Cc1ccc(Nc2c(-c3ccc(N4CCOCC4)cc3)nc3cnccn23)cc1	9%
Cc1ccc2onc(CC(=O)N3CCN(c4ccccc4)CC3)c2c1	10%
O=[N+]([O-])c1cccnc1Sc1ccccc1Cl	3%
O=C(C(Cc1ccccc1)n1cccc1)N1CCN(c2cccc(Cl)c2)CC1 (stereo unspecified)	-3%
O=C(Cn1cc(C(F)(F)F)ccc1=O)Nc1ccc(N2CCOCC2)cc1	-4%
Cc1ccc(-c2nn(CC(=O)NC3CCCCC3)c3c2cnc2ccc(F)cc23)cc1C	-10%
CCc1ccccc1NC(=O)N1CCc2cc(OC)c(OC)cc2C1CC(=O)OC (stereo unspecified)	-12%
COc1ccc(OCc2nnc(SCC(=O)Nc3oc(C)c4c(C)n[nH]c(=O)c34)n2C)cc1	3%
Fc1ccc(OCc2nnc(-c3ccccc3Br)o2)c(Cl)c1	2%
O=C(NNC1=NC2(CCCC2)Cc2ccccc21)c1cccnc1	-6%
O=C(CCS(=O)(=O)c1nc(-c2ccc3c(c2)OCO3)cc(C(F)(F)F)n1)Nc1ccc(F)cc1F	-27%
O=C1C2CC=CCC2C(=O)N1Cc1nnc(-c2ccccc2Br)o1 (stereo unspecified)	0%
Cc1ccc2occ(-c3cc(-c4ccccc4)nc4c3COc3ccccc3-4)c(=O)c2c1	5%
CCOc1ccc(CNC(=O)c2cnc3sc(N(CC)CC)nn3c2=O)cc1	-5%
CCN(CC(=O)Nc1c(F)cccc1F)C(=O)CCCN1C(=O)c2cccc3cccc(c23)C1=O	-4%
CCCS(=O)(=O)c1c(S(=O)(=O)CCC)c2cc(C(C)(C)C)ccn2c1C(=O)c1ccc(OC)c(OC)c1	-42%[inhibitor]
CCOC(=O)c1ccc(N2CCN(c3ccc(F)cc3)CC2)c(NC(=O)Nc2ccc(CC)cc2)c1	-2%
CCOc1ccccc1N1CC(c2nc3ccccc3n2CCOc2ccccc2OC)CC1=O (stereo unspecified)	1%
Cc1ccc(C)c(N2CCN(CCCNC(=O)Cn3cccc3C(=O)c3ccccc3C)CC2)c1	10%
Cc1ccc(C(C)(C)C)c(OCC(=O)NCCc2nc3ccccc3[nH]2)c1	6%
